From PubChem BioAssay
14-3-3 PPI: modulators of 14-3-3 gamma protein binding, primary screen, biochemical, fluorescence polarization; FP, 14-3-3gamma / TMR-pS259-Raf peptide binding; AID 422, 2006; 14-3-3 protein gamma (Homo sapiens), P61981; hit rate 0.19% among 160,000; inhibition, % at 40 µM; in the data active = inhibition above about 30%;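 also: 0% = protein plus tracer without compound and 100% = blank with tracer alone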
Target sequence (P61981 whole entry, looked up): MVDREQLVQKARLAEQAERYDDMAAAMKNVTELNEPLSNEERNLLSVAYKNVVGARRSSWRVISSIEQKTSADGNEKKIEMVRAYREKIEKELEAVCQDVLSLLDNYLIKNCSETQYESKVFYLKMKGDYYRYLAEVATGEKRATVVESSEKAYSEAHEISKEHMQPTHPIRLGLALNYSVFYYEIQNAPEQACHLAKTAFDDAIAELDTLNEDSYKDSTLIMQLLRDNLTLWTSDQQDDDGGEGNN
Starred values were filed as active, the others as inactive; & = joins results of further samples. The list is partial; rates above refer to the full screens.

SMILES	14-3-3 PPI
O=C(COc1ccccc1)N1CCN(CC(O)COc2ccccc2)CC1 (stereo not drawn)	-3
O=c1c2ccccc2nc(-c2ccccc2)n1-c1ccccc1[N+](=O)[O-]	-8
O=C1C2CCCN2C(c2ccc(Cl)cc2)N1c1ccccn1 (stereo not drawn)	-2
COC(=O)C1=C(N)OC(C)=C(C(=O)OCc2ccccc2)C12C(=O)N(C)c1ccccc12 (stereo not drawn)	2
C=CCOC(=O)C1=C(C)OC(N)=C(C#N)[C@@]12C(=O)N(CC(N)=O)c1ccccc12	5
CC=Cc1ccc2c(c1)OCO2	0
CCN(C(=O)CN1C(=O)CN=C(c2ccccc2Cl)c2cc(Cl)ccc21)c1cccc(C)c1	-3
Cc1ccc2c(c1)N(CCC(=O)N1CCC3(CC1)OCCO3)C(=O)C(C)O2 (stereo not drawn)	5
O=c1[nH]c(=O)n(-c2cccc3ccccc23)c(O)c1C=NCCCn1ccnc1	-6
CCCN1CCc2cccc3c2[C@H]1Cc1ccc(O)c(O)c1-3	-1
CCC(=NCCO)c1c(O)n(C2CCCCC2)c(=O)[nH]c1=O	-12
OCCCNc1c2c(nc3ccccc13)CCCC2	-4
Cc1ccc(-n2c(C=Cc3ccc([N+](=O)[O-])o3)nc3ccccc3c2=O)cc1	-53
CCCCOC(=O)C1=C(N)OC2=C(C(=O)CCC2)[C@]12C(=O)Nc1ccccc12	9
Cc1cccc(N2C(=O)CC(=O)NC2=S)c1C	-39
CC(C)c1ccc(OP(N)(=O)Oc2ccccc2F)cc1 (stereo not drawn)	0
COc1ccc(C2SCC(=O)Nc3c2c(=O)[nH]n3C2CCCCCC2)cc1OC (stereo not drawn)	-8
CCOc1cccc(N2C(=O)CC(=O)NC2=O)c1	-15
C=CCN1CC[C@]23c4c5ccc(O)c4O[C@H]2/C(=N/NC(=O)c2ccccc2)CC[C@@]3(O)[C@H]1C5	2
COc1ccccc1NC(=O)c1cccc(S(=O)(=O)N2CCCCC2)c1	-8
COc1ccc(CN2CCN(Cc3ccccc3)CC2)c(OC)c1	-2
Cc1cccc(COc2cc(C)cc3oc(=O)c4c(c23)CCCC4)c1	-1
N#CC1(C(=O)O)CC2c3ccccc3C1c1ccccc12 (stereo not drawn)	3
CC1CC(=O)N(c2ccc(N(C)C3CCN(C)CC3)c([N+](=O)[O-])c2)C1=O (stereo not drawn)	-2
CC(=NCc1cccnc1)c1c(O)n(C2CCCCC2)c(=O)[nH]c1=O	-3
NCCc1nc2ccccc2[nH]1	-8
C=CCn1c(O)c(C(C)=Nc2cc(OC)ccc2OC)c(=O)[nH]c1=O	-11
Cn1c(O)c(C=NC2CC(C)(C)NC(C)(C)C2)c(=O)n(C)c1=O	-9
CCOC(=O)C1C(=O)N(C)C2(C)CC1c1ccccc1O2 (stereo not drawn)	-6
Cc1onc(-c2ccccc2)c1C(=O)N1CCC2(CC1)OCCO2	4
COC(=O)C1=C(N)Oc2c(c(=O)oc3ccccc23)[C@]12C(=O)N(C)c1ccccc12	9
Cn1cccc1CN1CCN(C(=O)COc2ccccc2)CC1	-6&-10
CC1N=C(c2ccccc2)c2cc(Cl)ccc2N(CC(=O)NCCc2ccccc2)C1=O (stereo not drawn)	-14
Cc1c(C(=O)N2CCC3(CC2)OCCO3)sc2ncnc(N(C)c3ccccc3)c12	-8
CN1[C@@H]2CC[C@H]1CC(OC(=O)C1C=Nc3ccccc31)C2 (stereo partly drawn)	5
O=C(COc1ccc(Br)cc1)N1CCN(CCCc2ccccc2)CC1	-7
CCCN(CCC)C(=O)Cc1c(-c2ccc(Cl)cc2)nc2c(Cl)cc(Cl)cn12	-6
Cc1nnc2n1-c1ccc(Br)cc1C(c1ccccc1Cl)=NC2	0
COc1ccc(CN2CCCCC2c2cccnc2)cc1C (stereo not drawn)	-3
CCSc1cc(C2C(C#N)=C(N)Oc3n[nH]c(C)c32)c(C)o1 (stereo not drawn)	2
CN1C2C=C(N(C(=O)c3ccc(Cl)cc3)c3ccccc3)CC1CC2 (stereo not drawn)	-5
O=P(O)(O)Cc1ccccc1OP(=O)(c1ccccc1)c1ccccc1	9
CCC(=O)N1CCN(CCN=Cc2c(O)n(C)c(=O)n(C)c2=O)CC1	-4
COc1ccc(OC)c(N2C(=O)NC(=O)C(CCc3ccncc3)(CCc3ccncc3)C2=O)c1	-3
Cc1cc(OC(=O)c2cccs2)c2c3c(c(=O)oc2c1)CCCC3	-2
CCCCNC(=O)Nc1ccc(C(O)(C(=O)OC)C(F)(F)F)cc1 (stereo not drawn)	8
CC(C)CNc1c2c(nc3ccccc13)CCC2	-23
Nc1cc(C(=O)Nc2ccncc2)ccc1N1CC2CC(C1)c1cccc(=O)n1C2 (stereo not drawn)	-3

Some of the entries so far, with bars between the fields:
mol | 14-3-3 PPI
CCCN(CCC)C(=O)Cc1c(-c2ccc(Cl)cc2)nc2c(Cl)cc(Cl)cn12 | -6
Cc1cc(OC(=O)c2cccs2)c2c3c(c(=O)oc2c1)CCCC3 | -2
CCC(=O)N1CCN(CCN=Cc2c(O)n(C)c(=O)n(C)c2=O)CC1 | -4

Three compounds drawn at random from the list so far:
SMILES	14-3-3 PPI
CN1C2C=C(N(C(=O)c3ccc(Cl)cc3)c3ccccc3)CC1CC2 (stereo not drawn)	-5
Cc1cc(OC(=O)c2cccs2)c2c3c(c(=O)oc2c1)CCCC3	-2
COc1ccc(CN2CCCCC2c2cccnc2)cc1C (stereo not drawn)	-3

Next section.
SMILES	14-3-3 PPI
COc1ccc(Cl)cc1NC(=O)CN1C(=O)CN=C(c2ccccc2Cl)c2cc(Cl)ccc21	-5
CCOc1cccc2c1OC1(C)C(C(=O)OC)C2NC(=S)N1c1cccc(C(F)(F)F)c1 (stereo not drawn)	-7
O=c1[nH]c2ccccc2c(=O)n1-c1ccc(F)cc1	-2
c1ccc(CNc2c3c(nc4ccccc24)CCC3)cc1	-46
CC1(C)COC(Nc2cccc(Cl)c2)=N1	-3
CCCCCCn1c(=O)c(C(=O)Nc2ccncc2)c(O)c2ccccc21	3
O=c1c2ccccc2nc(C=Cc2ccc(F)cc2)n1-c1ccc(F)cc1	-3
O=C(Cc1ccc(Cl)cc1)N1CCN(CC=Cc2ccccc2)CC1	0
CCCCN1CCC(C#N)(Nc2ccccc2)CC1	4&-5
CCOC(=O)C1=C(C)OC(N)=C(C#N)C12C(=O)Nc1ccc(C)cc12 (stereo not drawn)	-12
CN(C(=O)c1ccc(N2CC3CC(C2)c2cccc(=O)n2C3)c(N)c1)C1CCCCC1 (stereo not drawn)	-11
CCC1(C)CC2(CCCN(CCO)C2)CCO1 (stereo not drawn)	-3
COc1ccccc1-n1c(O)c(C=Nc2c(C)n(C)n(-c3ccccc3)c2=O)c(=O)[nH]c1=O	-8
CCCC1=C(C(=O)OC(C)(C)C)C2(C(=O)Nc3ccccc32)C(C(=O)OCC)=C(N)O1 (stereo not drawn)	-7
CCC(C)NC(=O)c1c(N)n(Cc2ccc3c(c2)OCO3)c2nc3ccccc3nc12 (stereo not drawn)	-10
NC1CC1c1ccccc1 (stereo not drawn)	1
CC(=O)c1ccc(N2CCNCC2)c(F)c1	-2
CCOc1ccc(CNCCc2ccc(Cl)cc2)cc1	1
CCOC(=O)C1C2NC(=S)N(c3ccc(Cl)cc3)C1(C)Oc1ccccc12 (stereo not drawn)	-4
O=c1[nH]c(=O)n(CCC2=CCCCC2)c(O)c1C=NCc1cccnc1	-4
Cn1ccnc1SCc1nc2ccccc2c(=O)n1-c1ccccc1Cl	-4
CCOc1ccc(CN2CCN(Cc3ccc(Br)cc3)CC2)cc1	-16
O=[N+]([O-])c1ccc(N2CCCCC2)c2cccnc12	-7
O=C1NC(=O)C2(C(=O)N1)C(c1cccc(Cl)c1)NC(=S)NC2c1cccc(Cl)c1 (stereo not drawn)	2
O=C1NC(=O)C(CCc2ccncc2)(c2ccccc2)C(=O)N1	-1
Cc1cc(C)c(C2=NOC(O)(C(F)(F)F)C2)c(=O)[nH]1 (stereo not drawn)	2
COc1ccc(C(CC(=O)N2CCC3(CC2)OCCO3)NS(=O)(=O)c2ccc(OC)cc2)cc1 (stereo not drawn)	13
O=C(c1cc(Br)ccc1Cl)N1CCC2(CC1)OCCO2	2
FC(F)(F)c1ccc2c(c1)ncn2C1CCN(Cc2nnnn2C2CCCCC2)CC1	-3
O=P(O)(O)C#Cc1ccccc1	-1
CN(C)c1ccc2c(c1)N=C(c1ccco1)OP2(=S)N1CCOCC1 (stereo not drawn)	-4
CC12CCC3C(CCC4CCCCC43C)C1CCC2=O (stereo not drawn)	1
CC(=NCc1ccc(F)cc1)c1c(O)n(C)c(=O)n(C)c1=O	-4
O=c1[nH]oc([N+](=O)[O-])c1[N+](=O)[O-]	3
COc1ccc2c(c1)CC1(CN2C)C(=O)NC(=O)N(c2ccc(F)cc2)C1=O (stereo not drawn)	5
Cc1ccc(Cn2nnnc2CN2CCC(n3nnc4ccccc43)CC2)cc1	-4
C[N+](C)(C)CC#CCN1CCCC1=O	2
BrCc1ccc2nsnc2c1	-27
OCCNc1c2c(nc3ccccc13)CCCC2	-9&-4
CC(=O)Nc1ccc(S(=O)(=O)NC(CC(=O)N2CCC3(CC2)OCCO3)C(C)C)cc1 (stereo not drawn)	-4
Cc1[nH]c2ccccc2c1CCN	1
CCC(=NCCN1CCOCC1)c1c(O)n(-c2ccccc2C)c(=O)[nH]c1=O	3
COc1cc(Br)cc(CN2CCN(C)CC2)c1O	0
COC(=O)C1=C(C)OC(N)=C(C(=O)OC)C12C(=O)N(C)c1ccccc12 (stereo not drawn)	2
CCCC[n+]1cc(/N=C(\[O-])OC)on1	-7
CCN(c1ccc(C(O)(C(=O)OC)C(F)(F)F)cc1)S(=O)(=O)c1ccc(C)cc1 (stereo not drawn)	-4
CCCCCCn1c(N)c(C(=O)NCCN2CCOCC2)c2nc3ccccc3nc21	-10
c1ccc(CCCN2CCN(CCOC(c3ccccc3)c3ccccc3)CC2)cc1	3
Cc1cccc(N2CCc3c2nc2ccccc2c3N)c1	-8&-11&-18
CC(=O)OC1(c2ccccc2)CCN(C)C2CCCCC21 (stereo not drawn)	-6
CCC1C(c2ccccc2)NC(c2ccccc2)CC1(O)c1ccc(F)cc1 (stereo not drawn)	2
CCC(=NCC1CCCO1)c1c(O)n(-c2ccccc2)c(=O)[nH]c1=O (stereo not drawn)	-2
COc1ccc(-n2c(-c3ccccc3F)nc3ccccc3c2=O)cc1	-7
CCCCSc1nc2ccccc2c(=O)n1-c1ccccc1OC	7
Cc1nn(-c2ccccc2)c2c1C(c1cccc([N+](=O)[O-])c1)SCC(=O)N2 (stereo not drawn)	-10
NCCc1nc(N)n[nH]1	1
CC(=O)Nc1ccc(C2N3CCCN23)cc1 (stereo not drawn)	2
CC1(C)Cc2c(C#N)c(N3CCNCC3)nc(Cc3ccccc3)c2CO1	-5
COc1ccc(CCn2c(O)c(C=NCCCN(C)C)c(=O)[nH]c2=O)cc1OC	-4
CC(C)(C)c1o[nH]c(=O)c1CC(N)C(=O)O (stereo not drawn)	-6

Reprinted from the part before: six entries, followed by the next part.
SMILES	14-3-3 PPI
Cc1nn(-c2ccccc2)c2c1C(c1cccc([N+](=O)[O-])c1)SCC(=O)N2 (stereo not drawn)	-10
NCCc1nc(N)n[nH]1	1
CC(=O)Nc1ccc(C2N3CCCN23)cc1 (stereo not drawn)	2
CC1(C)Cc2c(C#N)c(N3CCNCC3)nc(Cc3ccccc3)c2CO1	-5
COc1ccc(CCn2c(O)c(C=NCCCN(C)C)c(=O)[nH]c2=O)cc1OC	-4
CC(C)(C)c1o[nH]c(=O)c1CC(N)C(=O)O (stereo not drawn)	-6
O=C1C2CCN(CC2)C1Cc1ccc(OCCOc2ccccc2)cc1 (stereo not drawn)	-3
CCOc1ccc(C(Nc2ccc(Br)cc2)P2(=S)OCCCO2)cc1 (stereo not drawn)	5
CN1CCC23CCCC[C@H]2C1Cc1ccc(O)cc13 (stereo partly drawn)	-5
NCCc1c[nH]c2ccc(O)cc12	-5
C#CCN(C)C(C)Cc1ccccc1 (stereo not drawn)	35*
CC1CC2(O)c3nonc3CCC2N1O (stereo not drawn)	-1
COc1ccc(-n2c(=O)[nH]c3ccccc3c2=O)c(OC)c1	-3
Nc1ncnc2c1ncn2[C@@H]1O[C@H](COP(=O)(O)CP(=O)(O)OP(=O)(O)O)[C@H](O)C1O (stereo partly drawn)	3
O=C(CN1C(=O)CN=C(c2ccccc2Cl)c2cc(Cl)ccc21)Nc1ccccc1Cl	-5
CCC1(C(=O)c2ccc(C)cc2)C2c3cc(Br)ccc3OC(=O)C21C(=O)OC (stereo not drawn)	31*
O=C(CN1CCN(c2ccccc2)CC1)Nc1ccc(Cl)cc1C(=O)c1ccccc1Br	1
COc1ccc2c(c1)c(C(=O)CN1CCN(C)CC1)c(C)n2Cc1ccccc1	2
CCCCn1c(O)c(C=NC2CCCCC2N)c(=O)[nH]c1=O (stereo not drawn)	-4
COC(=O)C1=CCCN(C)C1	-2
CN1CCN(c2ccc([N+](=O)[O-])c(SCCO)c2)CC1	-1
COc1ccc(CNCCc2cccc(F)c2)c(OC)c1	-1
O=C(COc1ccc(Cl)cc1)N1CCN(CC=Cc2ccccc2)CC1	-10
Cc1ccc(C)c(N2CCNCC2)c1	0
O=C(Nc1ccccc1OC(=O)N1CCOCC1)N1CCOCC1	-3
CCN1CCN(Cc2nnnn2C(C)(C)C)CC1	-10
Cc1c([N+](=O)[O-])c([N+](=O)[O-])nn1CC(=O)O	-15
CC12CN3CC(C)(CN(C1)C31CCCCC1)C2=O	-4
CC(C)OC(=O)C1C(=O)NC2(C)CC1c1ccccc1O2 (stereo not drawn)	-8
CCN1CCN(Cc2ccccc2C)CC1	-1
